# CCR6 antag: antagonists of human CCR6 receptor; inhibition, % at 20 µM; CHO-K1 CCR6 PathHunter beta-arrestin, luminescence, CCL20-stimulated; actives 0.49% (n = 340,000); AID 493098; P51684;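 active = compounds whose inhibition of the agonist-driven luminescence signal at 20 µM reaches about 50%, limit read from the data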;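 note: cells stimulated with CCL20 at 14 nM final; plate controls were DMSO with CCL20 for no effect and DMSO without agonist for full effect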
# Gli-Sufu antag: antagonists of Gli-Sufu signaling; inhibition, % at 5 µM; Sufu-KO-LIGHT fibroblasts, Gli luciferase reporter luminescence; actives 0.74% (n = 340,000); AID 588413;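 active = inhibition above about 55%, limit read from the data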;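 note: 0% = DMSO-treated cells and 100% = wells with medium but no cells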
# Jurkat NFkB inh: inhibitors of the PMA/ionomycin-induced NF-kB reporter in Jurkat cells | PMA/ionomycin-induced NF-kB luciferase reporter, luminescence | inhibition, % at 4 µM | actives 0.53% (n = 330,000) | AID 435003
# Apaf-1 inh: human Apaf-1 inhibition | O14727 | reconstituted apoptosome caspase-3 activity, DEVD-Rh110 fluorescence | inhibition, % at 20 µM | actives 0.71% (n = 330,000); active = inhibition of at least 40% at 20 µM;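 note: plate controls were DMSO wells for no effect and DEVD-CHO caspase inhibitor wells for full effect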
# Target sequence (O14727 whole entry, looked up): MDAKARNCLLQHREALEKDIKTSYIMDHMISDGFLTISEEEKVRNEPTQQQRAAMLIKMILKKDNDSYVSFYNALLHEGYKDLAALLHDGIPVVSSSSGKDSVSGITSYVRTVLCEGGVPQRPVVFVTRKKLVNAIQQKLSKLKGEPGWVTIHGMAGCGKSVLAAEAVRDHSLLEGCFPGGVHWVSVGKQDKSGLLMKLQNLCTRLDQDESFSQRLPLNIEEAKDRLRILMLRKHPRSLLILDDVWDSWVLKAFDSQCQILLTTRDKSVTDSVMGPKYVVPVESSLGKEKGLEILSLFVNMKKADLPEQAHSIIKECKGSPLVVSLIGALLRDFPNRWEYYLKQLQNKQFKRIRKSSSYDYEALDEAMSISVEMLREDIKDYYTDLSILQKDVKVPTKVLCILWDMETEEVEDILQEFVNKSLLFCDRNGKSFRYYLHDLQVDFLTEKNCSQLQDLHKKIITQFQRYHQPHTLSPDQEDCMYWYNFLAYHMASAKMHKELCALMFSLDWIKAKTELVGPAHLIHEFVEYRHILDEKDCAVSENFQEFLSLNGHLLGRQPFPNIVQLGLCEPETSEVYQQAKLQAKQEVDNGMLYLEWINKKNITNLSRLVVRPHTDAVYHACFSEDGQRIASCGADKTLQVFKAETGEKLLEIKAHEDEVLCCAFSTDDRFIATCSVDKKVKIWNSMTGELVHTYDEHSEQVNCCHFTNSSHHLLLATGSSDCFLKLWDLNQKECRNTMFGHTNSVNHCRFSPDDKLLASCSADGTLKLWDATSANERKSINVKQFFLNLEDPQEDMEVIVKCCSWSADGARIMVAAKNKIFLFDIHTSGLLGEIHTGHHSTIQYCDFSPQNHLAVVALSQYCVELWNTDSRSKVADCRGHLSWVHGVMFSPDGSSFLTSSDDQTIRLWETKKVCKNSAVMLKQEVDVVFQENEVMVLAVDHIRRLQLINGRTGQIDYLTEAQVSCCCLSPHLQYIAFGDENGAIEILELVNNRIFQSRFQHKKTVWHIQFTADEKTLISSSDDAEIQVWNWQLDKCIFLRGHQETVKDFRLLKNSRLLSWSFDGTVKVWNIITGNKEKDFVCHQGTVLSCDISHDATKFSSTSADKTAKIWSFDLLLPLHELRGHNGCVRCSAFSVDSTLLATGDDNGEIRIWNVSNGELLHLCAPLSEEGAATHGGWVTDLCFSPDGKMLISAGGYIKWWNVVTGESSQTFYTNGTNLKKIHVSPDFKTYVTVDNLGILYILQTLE
#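 System – cell-free apoptosome with Apaf-1, procaspase-3 and caspase-9 · Buffer or medium – pH 7.5 Hepes buffer with CHAPS, BSA, DTT · Also added – cytochrome c with DEVD-Rh110 · Times – 30 min compound preincubation, 50 min activation, room temperature · Technique – Rh110 fluorescence intensity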
# 697 NFkB inh: inhibitors of the PMA/ionomycin-induced NF-kB reporter in 697 B cells; 697 B-cell NF-kB luciferase reporter, 16 h; inhibition, % at 4 µM; actives 0.33% (n = 330,000); in the data active = inhibition above about 35%
# SENP8 block: blocks the human protease SENP8; actives 1.2% (n = 330,000); AID 2540; inhibition, % at 10 µM; purified SENP8, Z-RLRGG-aminoluciferin cleavage, luminescence; Q96LD8
# EBI2 block: blocks human EBI2 receptor beta-arrestin signaling | inhibition, % at 5 µM | AID 651636 | actives 0.81% (n = 360,000) | EBI2 beta-arrestin recruitment, luminescence, 7a,25-OHC stimulated | P32249; in the data active = inhibition above about 38%;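 note: enzyme fragment complementation signal reports receptor beta-arrestin coupling in cells; 0% = agonist plus DMSO wells and 100% = wells without agonist; some results beyond the cut were filed as inactive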
# UBC13 inh: inhibitors of human UBC13 polyubiquitin chain formation. P61088. TR-FRET. inhibition, % at 20 µM. actives 0.47% (n = 330,000). AID 485273; in the data active = inhibition above about 45%, passing the limit was not always enough
# Starred values were filed as active, the others as inactive; nt = not tested or not shown. Cut-off read from the data, not from the text of the source, unless noted: active = inhibition above about 50%; inactive = the rest. Not all compounds are listed. The share of hits here may be higher or lower than overall.
# A first look, 18 compounds:
SMILES,CCR6 antag,Gli-Sufu antag,Jurkat NFkB inh,Apaf-1 inh,697 NFkB inh,SENP8 block,EBI2 block,UBC13 inh
CCCCOc1cccc(/C=N/NC(=O)c2csc(C)c2C)c1,9,-16,0,16,17,3,16,-1
Cc1ccc(-c2nc3c4ccccc4ccn3c2CN2CCCCC2)cc1,24,7,-12,-5,-4,-5,8,8
Nc1nc(SCC(=O)Nc2ccc3c(c2)OCO3)n[nH]1,-1,-1,-8,4,-9,-8,-3,-4
O=C(NCCc1ccccc1)C1CCN(S(=O)(=O)c2ccccc2)CC1,-4,1,-6,-12,-5,-6,-4,12
O=C(NNS(=O)(=O)c1ccccc1[N+](=O)[O-])c1ccncc1,-9,2,0,-1,18,-6,-17,-1
S=C(Nc1ccccc1)N1CCOCC1,-7,-1,7,-15,7,-3,-14,9
C/C(Cn1nnc2ccccc21)=N/OC(=O)c1c(F)cccc1F,7,-7,15,5,11,-3,1,2
CC(=O)Nc1c(NC(=O)CC#N)[nH]c2c(c1=O)c(=O)n(C)c(=O)n2C,-1,-2,-9,-2,19,1,-2,9
COc1ccc(CN(C)CC(=O)N(C)CC(=O)Nc2ccccc2Br)cc1F,-7,-1,5,-5,18,-3,-1,14
Cc1ccc(C(=O)N2CCN(S(=O)(=O)c3ccccc3C#N)CC2)cc1S(=O)(=O)N1CCOCC1,13,3,-2,-4,15,-11,-7,-3
COc1ccc(C2=NCC(CSc3nnc(-c4ccc5c(c4)OCO5)o3)S2)cc1 (centres undefined),16,-17,-19,25,-6,-5,29,2
COc1cc2c(cc1OC)CN(C(=O)CNC(=O)c1ccc(OC(F)F)cc1)CC2,10,3,9,7,6,1,-11,1
COC(=O)c1cccnc1-n1c(=O)c2cccnc2n(CC(=O)Nc2ccc(Br)cc2)c1=O,3,-3,-1,1,0,-11,-4,-9
COc1ccccc1NS(=O)(=O)c1ccc(C)c(C(=O)NCC(c2ccco2)N2CCCCC2)c1 (centres undefined),-7,11,-3,12,24,8,-1,-4
CCS(=O)(=O)c1ccc2oc(Nc3ccc(C(C)C)cc3)nc2c1,16,-5,-23,4,-47,5,9,9
COc1ccccc1NS(=O)(=O)c1cc(NC(=O)C2CCCO2)ccc1C (centres undefined),-3,1,2,9,6,0,-12,0
Cc1cc(C)n(-c2ccc(C(=O)Nc3ccc(C)c(S(=O)(=O)N(C)C)c3)cc2)n1,-3,6,21,6,-22,-1,-2,10
COCCOc1ccc(C(F)(F)F)cc1NC(=O)c1ccccc1,3,4,10,-2,14,3,-4,7

# Results, repeating the preview:
SMILES,CCR6 antag,Gli-Sufu antag,Jurkat NFkB inh,Apaf-1 inh,697 NFkB inh,SENP8 block,EBI2 block,UBC13 inh
CCCCOc1cccc(/C=N/NC(=O)c2csc(C)c2C)c1,9,-16,0,16,17,3,16,-1
Cc1ccc(-c2nc3c4ccccc4ccn3c2CN2CCCCC2)cc1,24,7,-12,-5,-4,-5,8,8
Nc1nc(SCC(=O)Nc2ccc3c(c2)OCO3)n[nH]1,-1,-1,-8,4,-9,-8,-3,-4
O=C(NCCc1ccccc1)C1CCN(S(=O)(=O)c2ccccc2)CC1,-4,1,-6,-12,-5,-6,-4,12
O=C(NNS(=O)(=O)c1ccccc1[N+](=O)[O-])c1ccncc1,-9,2,0,-1,18,-6,-17,-1
S=C(Nc1ccccc1)N1CCOCC1,-7,-1,7,-15,7,-3,-14,9
C/C(Cn1nnc2ccccc21)=N/OC(=O)c1c(F)cccc1F,7,-7,15,5,11,-3,1,2
CC(=O)Nc1c(NC(=O)CC#N)[nH]c2c(c1=O)c(=O)n(C)c(=O)n2C,-1,-2,-9,-2,19,1,-2,9
COc1ccc(CN(C)CC(=O)N(C)CC(=O)Nc2ccccc2Br)cc1F,-7,-1,5,-5,18,-3,-1,14
Cc1ccc(C(=O)N2CCN(S(=O)(=O)c3ccccc3C#N)CC2)cc1S(=O)(=O)N1CCOCC1,13,3,-2,-4,15,-11,-7,-3
COc1ccc(C2=NCC(CSc3nnc(-c4ccc5c(c4)OCO5)o3)S2)cc1 (centres undefined),16,-17,-19,25,-6,-5,29,2
COc1cc2c(cc1OC)CN(C(=O)CNC(=O)c1ccc(OC(F)F)cc1)CC2,10,3,9,7,6,1,-11,1
COC(=O)c1cccnc1-n1c(=O)c2cccnc2n(CC(=O)Nc2ccc(Br)cc2)c1=O,3,-3,-1,1,0,-11,-4,-9
COc1ccccc1NS(=O)(=O)c1ccc(C)c(C(=O)NCC(c2ccco2)N2CCCCC2)c1 (centres undefined),-7,11,-3,12,24,8,-1,-4
CCS(=O)(=O)c1ccc2oc(Nc3ccc(C(C)C)cc3)nc2c1,16,-5,-23,4,-47,5,9,9
COc1ccccc1NS(=O)(=O)c1cc(NC(=O)C2CCCO2)ccc1C (centres undefined),-3,1,2,9,6,0,-12,0
Cc1cc(C)n(-c2ccc(C(=O)Nc3ccc(C)c(S(=O)(=O)N(C)C)c3)cc2)n1,-3,6,21,6,-22,-1,-2,10
COCCOc1ccc(C(F)(F)F)cc1NC(=O)c1ccccc1,3,4,10,-2,14,3,-4,7
O=C(Nc1cccnc1)c1ccc(Br)c(S(=O)(=O)N2CCCC2)c1,7,10,5,5,11,-6,-7,-3
Cc1cc(C)c(S(=O)(=O)c2ccccc2Cl)c(=O)[nH]1,0,1,-13,-3,-2,-4,-5,5
CC[C@@H](C)[C@@H]1CN([C@@H](CN2CCC[C@H]2CN2C(N)=NC[C@@H]2Cc2ccccc2)C(C)C)C(=N)N1CCCC1CCCC1,-4,14,2,63*,12,5,5,72*
Cc1ccc(S(=O)(=O)CCC(=O)Nc2ccc(F)cc2)cc1,3,26,2,9,10,-3,-3,-2
S=c1[nH]nc(-c2ccncc2)n1/N=C/c1ccccc1,1,5,2,-6,-7,-6,-9,-2
O=C(COC(=O)c1cncc(Br)c1)Nc1nnc(-c2ccccc2)o1,9,-1,5,-9,-4,-1,-24,-12
Cc1cc(C)c[n+](C2=C([O-])c3ccccc3C(=O)/C2=N\S(=O)(=O)c2cccs2)c1,-6,30,10,20,-13,21,-24,-81
CCCc1cc(=O)oc2cc(C)cc(O)c12,-6,7,3,5,-1,-13,4,41
C[n+]1ccc(/C=C/c2ccc(Br)cc2)cc1,-14,16,-4,10,14,2,-8,9
COC(=O)c1c(-c2ccccc2)csc1NC(=O)CSc1ncnc2sc(C)c(C)c12,7,6,49,10,-21,-8,20,-3
CCn1c(SCC(=O)Nc2ccc(C(=O)OC)cc2)nnc1-c1cccs1,0,2,9,-6,-1,-4,-8,-4
COc1cccc(CNS(=O)(=O)c2cc3c4c(c2)CCN4C(=O)CC3)c1,-5,-14,8,9,-7,-13,4,-4
COc1cccc(C2c3[nH]c4ccccc4c3CCN2C(=O)c2ccccc2F)c1OC (centres undefined),18,16,-17,10,-10,-6,3,-4
CCCn1c(NC(=O)c2cccc(S(=O)(=O)N3CCCC3)c2)nc2ccccc21,18,-7,25,10,-140,0,-11,-19
CC1=[N+]([O-])C(C)(C)CC(C)(C)c2ccccc21,-6,-15,-5,10,6,0,-13,-7
COCc1cc(=O)[nH]c(Nc2nc3ccc(C)cc3o2)n1,41,50,-6,1,-243,-6,5,74*
Cc1ccc(SCc2c(C(=O)N/N=C/C3CC=CCC3)nnn2-c2nonc2N)cc1 (centres undefined),10,-4,11,7,11,-8,11,-4
CO/N=C/c1ccc(Sc2ccc(C)cc2)c([N+](=O)[O-])c1,14,-14,16,11,14,-4,12,1
C=CCNC(=O)/C(=C/c1cn(-c2ccccc2)nc1-c1cccc([N+](=O)[O-])c1)NC(=O)c1ccccc1,3,7,20,5,28,7,3,10
COc1ccc(Cl)cc1C(=O)NC(=S)Nc1nc(C)cc(C)n1,11,12,2,-17,5,2,-6,7
CCOC(=O)N1CCN(c2c(NCc3ccc(F)cc3)c(=O)c2=O)CC1,14,-3,61*,-4,-9,-5,12,-4
CNC(=O)C(=O)NCC1OCCCN1S(=O)(=O)c1cccs1 (centres undefined),-12,-3,13,-3,-1,-6,-11,22
Cc1ccccc1OCC(=O)N/N=C/c1cn(Cc2ccccc2)c2ccccc12,-4,-1,14,16,-3,7,9,6
CCn1c(SCC(=O)Nc2ccc(OC)cc2)nc2nc3c(cc2c1=O)COC(C)(C)C3,-4,3,-8,-13,-2,2,15,3
Cc1ccc(S(=O)(=O)N2CCCCC2CCNC(=O)C(=O)NC2CC2)cc1 (centres undefined),5,11,10,3,1,-9,-8,0
CC(C)NC(=O)c1cnc(Sc2ncc(C(F)(F)F)cc2Cl)n1C,12,2,0,7,14,-2,7,0
CCC1Oc2ccccc2N(CC(=O)NCCCN2CCN(CC)CC2)C1=O (centres undefined),2,35,5,5,1,2,-2,12
Cc1ccc([C@@H]2CC=C(C(=O)O)[C@H](c3ccc(Br)cc3)N2S(=O)(=O)c2ccccc2C)cc1,-6,2,9,11,17,-5,1,-31
Cc1cc(C)cc(OCc2nnc(SCC(=O)c3ccccc3)o2)c1,21,-1,5,12,46*,3,0,7
CCOc1ccc(CO/N=C/c2c(C)[nH]c(=O)[nH]c2=O)cc1,2,-9,-4,-6,-7,-6,-1,2
COc1cc(-c2nnc(CSc3nnc(Nc4ccc(C(C)C)cc4)s3)o2)cc(OC)c1OC,0,-8,-62,38,-97,-13,6,-14
CCc1ccc(N2C(=O)C(Cl)=C(N3CCOCC3)C2=O)cc1,-12,-5,-7,18,-4,-7,1,-8
CCc1cc2c(=O)n(Cc3ccco3)c(SCc3c(C)noc3C)nc2s1,22,16,55*,26,2,5,21,6
O=C(O)C1CCCN1c1ncccc1[N+](=O)[O-] (centres undefined),5,1,10,5,23,5,-1,-2
CCOc1ccc(Cc2c(Cl)nc(N)nc2Cl)cc1,-5,12,4,4,-8,8,1,-3
Cc1[nH]nc2c1-c1nc3ccccc3nc1C(C)(C)C2,-11,18,-15,11,-13,0,-9,16
CN1c2ccccc2C(C)(C)C12CC(c1ccc(Cl)c(S(=O)(=O)N3CCCC3)c1)=NO2 (centres undefined),nt,nt,-46,-5,-7,-2,nt,4
CCOc1ncccc1C(=O)N1CCN(C(=O)c2ccccc2)CC1,3,-6,-8,-11,-4,6,-4,-5
O=C(O)/C=C/C(=O)NCCNc1ncc(C(F)(F)F)cc1Cl,10,-15,6,-9,4,0,-8,6
CCCN1CCN(S(=O)(=O)c2ccc3c(c2)CCC(=O)N3)CC1,0,8,1,5,7,-2,-16,6
COc1ccc(-n2nnnc2SCC(=O)N2CCN(C(=O)c3ccco3)CC2)cc1OC,-6,3,9,-3,6,0,-5,-2
CCc1nc(Nc2ccccc2O)c2oc3ccccc3c2n1,5,4,-7,1,-38,5,3,-11

# Other entries.
SMILES,CCR6 antag,Gli-Sufu antag,Jurkat NFkB inh,Apaf-1 inh,697 NFkB inh,SENP8 block,EBI2 block,UBC13 inh
COc1ccc(CCNC(=O)CCC(=O)N2CC(C)Oc3ccccc32)cc1OC (centres undefined),13,31,-11,11,-6,-9,0,3
OCCC1CN(Cc2ccccc2-c2ccco2)CCN1Cc1ccccc1 (centres undefined),7,-5,5,5,-10,1,-8,0
O=C(Nc1ccc2oc(=O)ccc2c1)c1cccnc1,-4,1,3,-4,23,4,-10,-1
O=C(CN1CCOCC1)Nc1ncc(Cc2ccccc2Cl)s1,11,-2,-4,-18,-9,3,-5,2
COc1cccc(/C=N/n2c(-c3cccs3)n[nH]c2=S)c1,7,1,1,-6,7,2,2,-12

# Compound activity as filed in PubChem.
